NALP1 yeast inh – NALP1 inflammasome inhibitors in reconstituted yeast, colorimetric, S. cerevisiae, triplicate retest; S. cerevisiae NALP1/ASC/caspase-1 growth, X-gal OD620, 72 h; inhibition, % at 10 µM; hit rate 0.61% among 280,000; AID 2071, 2009; in the data active = inhibition mostly above about 24%, no sharp cut-off; inactive = mostly below about 32%; also: some compounds called inactive have numbers as strong as hits
HCV NS3 hel inh – inhibitors of HCV NS3 helicase, primary screen, biochemical, Cy5 molecular beacon fluorescence. Hepatitis C virus NS3 helicase. NS3 helicase DNA unwinding. inhibition, % at 10.9 µM. hit rate 0.56% among 290,000. AID 1800, 2009;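 active = inhibition above the mean of all tested compounds plus 3 SD, set per campaign, cut at about 35% in these data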;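 also: 0% = DMSO wells and 100% = thioflavine S control wells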
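Assay system: hepatitis C virus NS3 helicase domain fragment enzyme. Also added: annealed dual-labelled DNA beacon duplex, ATP-started. Timing: 1 h reaction at 25 °C, ATP-initiated. Technique: Cy5 fluorescence at 0 and 60 min, beacon hairpin quenching. Evaluation: % inhibition of unwinding. Replication: one well per compound.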
MEKK2 mut-MEK5 – MEK5 binding signal on mutant MEKK2 PB1, primary screen, biochemical, multiplex bead flow cytometry, Alexa488-MEK5; Alexa488-MEK5 binding to MEKK2 mutant; percent response, % at 10 µM; hit rate 0.35% among 290,000; in the data active = percent response above about 24%, passing the limit was not always enough; also: inactives centre near 1; some results filed as inactive read as strong as hits; reference of the scale not given here
IMP-1 inh – IMP-1 metallo-beta-lactamase inhibitors, primary screen, biochemical, epi-absorbance readout, Pseudomonas aeruginosa enzyme; AID 1556, 2009; hit rate 0.45% among 290,000; purified IMP-1, nitrocefin hydrolysis, epi-absorbance fluorescence; metallo-beta-lactamase IMP-1 (Pseudomonas aeruginosa); inhibition, % at 5.6 µM;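 active = inhibition above the mean plus 3 SD of all compounds in the same screening run, cut at about 4.5% in these data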;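 also: 0% = IMP-1 with DMSO and 100% = DMSO wells lacking enzyme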
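system = purified recombinant IMP-1 beta-lactamase | amount = 0.2 nM IMP-1, as dispensed | medium = HEPES buffer pH 7.1 with ZnSO4 and Brij 35 | times = 25 °C, 15 min preincubation, 25 min reaction | detection = plate fluorescence quenching by hydrolysis product, ex 480/em 530 nm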
VIM-2 inhibitor – VIM-2 metallo-beta-lactamase inhibitors, primary screen, biochemical, epi-absorbance readout, Pseudomonas aeruginosa enzyme; AID 1527, 2009; purified VIM-2, nitrocefin hydrolysis, epi-absorbance fluorescence; inhibition, % at 5.6 µM; hit rate 0.89% among 290,000;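 active = inhibition above the mean of all tested compounds plus 3 SD, cutoff set per screening run, cut at about 7.5% in these data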;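 also: red hydrolysis product quenches plate fluorescence so inhibitors raise well fluorescence; 0% = enzyme with DMSO and 100% = DMSO without enzyme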
MEKK2 WT-MEK5 – modulators of MEK5 binding to wildtype MEKK2, primary screen, biochemical, multiplex bead flow cytometry, Alexa488-MEK5; Mitogen-activated protein kinase kinase kinase 2 (Homo sapiens), Q9Y2U5; Alexa488-MEK5 binding to MEKK2 WT; actives lie on both sides; binding response (% of control), % at 10 µM; hit rate 1.1% among 290,000; AID 1531, 2009; in the data active = binding response below about 67% or above about 130%
M18AAP inhibitor – PfM18AAP inhibitors, malaria aminopeptidase, primary screen, biochemical, QFRET, recombinant enzyme. M18 aspartyl aminopeptidase (Plasmodium falciparum 3D7). H-Glu-NHMec fluorogenic cleavage. inhibition, % at 7.35 µM. hit rate 1.2% among 290,000;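 active = inhibition above the campaign mean inhibition over all tested compounds plus 3 SD, cut at about 28% in these data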;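 also: 0% = plate median of test compound wells and 100% = 2 mM ZnCl2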
SUMO HTRF inh – inhibitors of in vitro SUMOylation cascade, primary screen, biochemical, HTRF, uHTS | HTRF SUMOylation assay, SAE1/SAE2 + UBC9 | inhibition, % at 35 µM | hit rate 0.36% among 290,000 | AID 2006, 2009; in the data active = inhibition above about 50%, passing the limit was not always enough; also: strong numbers were not always called active
Target sequence (P63279 whole entry, looked up): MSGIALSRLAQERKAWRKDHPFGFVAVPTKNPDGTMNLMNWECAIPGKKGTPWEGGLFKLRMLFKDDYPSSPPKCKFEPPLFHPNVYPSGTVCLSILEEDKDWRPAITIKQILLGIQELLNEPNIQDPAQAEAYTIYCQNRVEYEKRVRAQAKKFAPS
FID counter – compounds displacing fluorescent DNA intercalator, primary screen, artefact control for HCV NS3 helicase inhibitor project, biochemical, FID fluorescence; DNA fluorescent intercalator displacement; inhibition, % at 7.9 µM; hit rate 0.17% among 290,000; AID 1845, 2009; in the data active = inhibition above about 37%;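 also: 0% = vehicle and 100% = reference compound; higher means more ethidium bromide displaced from hairpin DNA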
* = called active by the depositor; nt = not tested or not shown; [ ] = dose if it differs, or a comment. Not a hit list; any-hit rate near 4.7%.

SMILES	NALP1 yeast inh	HCV NS3 hel inh	MEKK2 mut-MEK5	IMP-1 inh	VIM-2 inhibitor	MEKK2 WT-MEK5	M18AAP inhibitor	SUMO HTRF inh	FID counter
COc1ccc(C)cc1NC(=O)CSc1nc(SC)ns1	19	-1	4	-1.3	0.6	100	2	-12	-9
CCOc1ccccc1NC(=O)c1ccccc1NC(=O)c1ccco1	22	0	-2	-1.0	-1.5	100	2	1	-19
CC(C)c1ccc(NC(=O)CSc2nc3ncccc3[nH]2)cc1	-4	-7	-1	-2.8	-3.7	98	-2	-1	-10
COc1ccc(/C=C/C(=O)OCc2cc(=O)n3c(n2)sc2ccccc23)cc1	25	2	1	-1.3	1.3	98	-5	17	2
Cc1cc(C)cc(N=c2c([N+](=O)[O-])nn(-c3ccc4c(c3)OCCO4)n2O)c1	5	2	7	-1.8	-2.8	104	0	-13	-6
CCOc1cccc(OCCOc2ccccc2[N+](=O)[O-])c1	-4	1	-1	-2.0	-2.6	105	-2	-21	1
Cn1c(Cc2ccccc2)nnc1SCc1ccc(C(=O)O)cc1	19	10	-1	-0.4	-1.0	97	-14	-5	-5
O=C(c1cc(=O)[nH]c2ccccc12)N1CCN(S(=O)(=O)c2ccc3ccccc3c2)CC1	1	-2	5	-2.2	-4.4	101	8	23	-27
CC(=O)Nc1ccc(NC(=O)[C@@H]2CCCC[C@@H]2C(=O)O)cc1	3	-8	-7	-1.4	-1.4	99	5	11	-1
Cc1ccc(NC(=O)c2cc(NC(=O)C3CC=CCC3C(=O)O)ccc2N2CCOCC2)cc1Cl (stereo not drawn)	12	6	11	-4.0	-2.6	104	-5	20	-54
COc1ccc(C(C#N)(CCC#N)CCC#N)cc1OC	-5	10	1	1.3	-1.7	98	0	19	1
c1ccc2c(-c3cn4ccccc4n3)c[nH]c2c1	19	-3	2	-1.4	-2.6	63*[inhibitor]	5	12	0
Cc1cc(Br)c(NC(=O)COC(=O)CSc2nnc(-c3ccc(Cl)cc3)o2)c(Br)c1	26	1	0	-0.9	-1.2	104	0	10	-3
CNc1ccc(OC(F)F)cc1C(=O)c1ccccc1	10	-11	-31	-1.5	-1.1	-2.0*[inhibitor]	-3	14	-1
COc1ccc2cc(C(=O)Nc3ccccc3)sc(=O)c2c1OC	34	10	-2	-2.3	-2.3	101	2	2	2
O=C1Cc2cc(S(=O)(=O)Nc3cccc([N+](=O)[O-])c3)cc3c2N1CCC3	20	10	7	-3.3	-0.3	99	-12	4	7
O=C(NCC1CCCO1)c1csc2c1CCCC2 (stereo not drawn)	13	-2	1	-2.8	-2.1	94	-2	27	-4
O=C(CCc1nc2ccccc2c(=O)[nH]1)N1CCN(C/C=C/c2ccccc2)CC1	-1	-7	5	-1.1	4.2	120	6	9	-18
O=C(CN(CC1CCCO1)C(=O)CNS(=O)(=O)c1ccc(F)cc1)NCc1ccccc1 (stereo not drawn)	11	2	8	-2.0	-1.9	101	-8	8	-24
COc1ccc([N+](=O)[O-])cc1NC(=O)CCCOc1ccccc1	19	-15	-2	0.4	-1.9	100	-8	7	7

Full records, looked up by structure.
Results for c1ccc2c(-c3cn4ccccc4n3)c[nH]c2c1 → NALP1 yeast inh = 19; HCV NS3 hel inh = -3; MEKK2 mut-MEK5 = 2; IMP-1 inh = -1.4; VIM-2 inhibitor = -2.6; MEKK2 WT-MEK5 = 63*[inhibitor]; M18AAP inhibitor = 5; SUMO HTRF inh = 12; FID counter = 0
Results for O=C(NCC1CCCO1)c1csc2c1CCCC2 (stereo not drawn) → NALP1 yeast inh = 13; HCV NS3 hel inh = -2; MEKK2 mut-MEK5 = 1; IMP-1 inh = -2.8; VIM-2 inhibitor = -2.1; MEKK2 WT-MEK5 = 94; M18AAP inhibitor = -2; SUMO HTRF inh = 27; FID counter = -4
Results for COc1ccc(C(C#N)(CCC#N)CCC#N)cc1OC → NALP1 yeast inh = -5; HCV NS3 hel inh = 10; MEKK2 mut-MEK5 = 1; IMP-1 inh = 1.3; VIM-2 inhibitor = -1.7; MEKK2 WT-MEK5 = 98; M18AAP inhibitor = 0; SUMO HTRF inh = 19; FID counter = 1

(next part)
SMILES	NALP1 yeast inh	HCV NS3 hel inh	MEKK2 mut-MEK5	IMP-1 inh	VIM-2 inhibitor	MEKK2 WT-MEK5	M18AAP inhibitor	SUMO HTRF inh	FID counter
Cn1c(=O)c2c(nc(NCc3ccccc3)n2Cc2ccc(F)cc2)n(C)c1=O	12	4	4	-3.8	-2.8	97	-4	-1	-3
CC(C)c1ccccc1OCC(=O)Nc1ccccc1C(=O)N1CCOCC1	5	-1	6	-3.4	-1.9	101	-1	6	-42
COC(=O)c1ccccc1C(=O)N1CCOCCN(C(=O)c2ccccc2C(=O)OC)CCOCC1	25	11	10	-4.0	-1.9	110	-7	8	-19
CC(=O)Nc1ccc(NC(=O)/C(=C/c2ccco2)NC(=O)c2ccccc2)cc1	14	-17	-7	-1.6	-2.9	95	6	13	-4
Cc1ccc(NC(=O)c2ccc3ccccc3n2)nc1	26	-4	0	-2.2	-1.3	103	-2	4	-6
CCc1nnc(NC(=O)c2cc3c(s2)CCCCC3)s1	nt	-1	2	-2.2	-3.4	107	2	nt	-1
CSc1ccc(S(=O)(=O)NCc2ccccc2Cl)cc1	6	-19	2	-3.4	-2.0	96	-4	10	-9
CCOC(=O)C(=Cc1ccc(-c2ccsc2C(=O)OC)o1)C(=O)OCC	0	6	-4	-1.0	-2.1	94	-4	32	-13
O=C(CSc1cn(CCNC(=O)c2cccs2)c2ccccc12)NCc1ccccc1	25	-7	6	-4.5	-0.2	105	6	13	-25
COc1ccc(S(=O)(=O)N2CCOCC2)cc1NC(=O)CSc1n[nH]c(C(C)C)n1	3	-3	1	-2.1	-2.6	98	6	8	-7
C/C(CC(=O)Nc1cc(C)ccn1)=N\NC(=O)c1cccc(C)c1	0	2	-3	-0.7	0.7	94	-12	28	-4
COc1cccc(CC(=O)Nn2c(C)nc3ccccc3c2=O)c1	16	8	-3	-0.1	-3.8	99	-5	9	-1
COc1ccccc1CN=C1Nc2ccccc2CS1	0	-9	0	-3.0	-0.9	104	5	-2	-9
Cc1ccc(C(=O)N2C(CC(=O)Nc3ccc(Cl)cc3)C(=O)NC3CCCCC32)cc1 (stereo not drawn)	20	11	3	-1.3	-5.4	104	0	1	-20
O=C1N=c2ccccc2=C1c1sc(=O)[nH]c1O	23	5	-2	-0.7	3.1	92	9	-5	5
O=C(Nc1ccc(NC(=O)c2ccco2)c(Cl)c1)c1cccc([N+](=O)[O-])c1	1	0	-11	-3.5	-2.5	82	3	22	-2
Cc1ccc(NC(=O)CS(=O)c2ccccc2N)c(C)c1 (stereo not drawn)	4	3	-2	-0.8	-2.6	91	-2	-7	-3
CC(C)OC(=O)c1cc(=O)[nH]c2ccccc12	10	-9	1	-3.2	-1.1	105	-1	23	-12
C=CCNC(=O)/C(=C/c1cn(-c2ccccc2)nc1-c1cccc([N+](=O)[O-])c1)NC(=O)c1ccccc1	8	-18	29	-1.6	-3.5	128	-15	-14	5
COc1cccc(-c2nc(N3CCN(Cc4ccccc4)CC3)c3ccccc3n2)c1O	nt	-7	7	-3.3	-2.4	114	5	-14	0

Five compounds from above, showing only M18AAP inhibitor and IMP-1 inh:
molecule | M18AAP inhibitor | IMP-1 inh
C/C(CC(=O)Nc1cc(C)ccn1)=N\NC(=O)c1cccc(C)c1 | -12 | -0.7
COc1cccc(CC(=O)Nn2c(C)nc3ccccc3c2=O)c1 | -5 | -0.1
COc1ccccc1CN=C1Nc2ccccc2CS1 | 5 | -3.0
Cc1ccc(C(=O)N2C(CC(=O)Nc3ccc(Cl)cc3)C(=O)NC3CCCCC32)cc1 (stereo not drawn) | 0 | -1.3
O=C1N=c2ccccc2=C1c1sc(=O)[nH]c1O | 9 | -0.7

Carrying on.
SMILES	NALP1 yeast inh	HCV NS3 hel inh	MEKK2 mut-MEK5	IMP-1 inh	VIM-2 inhibitor	MEKK2 WT-MEK5	M18AAP inhibitor	SUMO HTRF inh	FID counter
CCCOc1ccc(NC(=O)CC2C(=O)N(CC)C(=S)N2Cc2cccs2)cc1 (stereo not drawn)	-6	-6	1	-0.4	-1.0	102	-9	-8	-13
Cc1onc(-c2ccccc2Cl)c1C(=O)Nc1cccnc1	14	16	8	-0.3	-1.7	107	12	-2	-4
Cc1ccc(NC(=O)N2CCC(C(=O)NCCC3=CCCCC3)CC2)cc1	1	-5	-4	1.5	-2.9	97	6	-17	-2
O=C(COC(=O)c1ccc(O)cc1O)Nc1ccc(Cl)cn1	22	7	6	-3.9	-2.3	103	-1	3	-3
COC(=O)CCCC1=CC2=C(c3ccccc3)C(=O)C(C)(OC(=O)C3CCCC3)C(=O)C2=CN1C1CCCCC1 (stereo not drawn)	7	nt	-7	nt	nt	100	nt	-2	nt
CCCCC1=C([O-])C2N=CC=CC2=[N+](c2ccccn2)C1=O (stereo not drawn)	23	7	0	-2.3	-2.0	102	1	8	1
CCn1c(=O)c2sccc2n(Cc2cccc(C)c2)c1=O	-48	6	3	-2.2	-1.0	99	4	12	-20
CCCn1c(N/N=C\C=C\c2ccccc2)nc2c1c(=O)[nH]c(=O)n2C	3	-7	-3	-2.0	-0.8	96	18	6	-7
Cc1cc(C)cc(N(CC(=O)NCC2CCCO2)C(=O)CN2C(=O)COc3ccccc32)c1 (stereo not drawn)	23*	2	7	-2.4	-1.8	109	3	-5	-35
COc1cc(C(=O)N2CCc3ccccc32)c([N+](=O)[O-])cc1OC	15	2	13	-2.0	-2.0	107	11	1	0
Cc1ccc(S(=O)(=O)NN2C(=O)/C(=C/c3cccn3C)SC2=S)cc1	-4	50*	20	-3.5	-2.0	109	-3	32	-8
O=C(c1ccco1)N1CCN(S(=O)(=O)c2ccccc2[N+](=O)[O-])CC1	25	-7	-1	-1.6	-1.3	92	0	12	4
O=C(CCl)Nc1cc(S(=O)(=O)N2CCCCCC2)ccc1Cl	nt	0	0	-3.1	-1.6	100	9	-6	-6
COc1ccc(C(=O)Nc2ccc(O)c3c(=O)cc(-c4cccc(Cl)c4)oc23)cc1	0	nt	-2	nt	nt	103	nt	-23	nt
